Assay outcomes as filed in PubChem BioAssay.
LEDGF integ inh = blocks HIV-1 LEDGF/p75-dependent DNA integration. actives 0.64% (n = 370,000). inhibition, % at 3.7 µM. TR-FRET IN-LEDGF/p75 DNA integration, Eu/Cy5;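 active = inhibition above the screen-wide mean plus 3 SD, cut at about 13% in these data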;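 also: signal is the Cy5 over europium emission ratio at 671 and 618 nm; 0% = plate median of compound wells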
PRMT1 FP inh = blocks human protein arginine methyltransferase 1; AID 652257; Q99873; recombinant PRMT1, activity-based probe fluorescence polarization; inhibition, % at 2.79 µM; actives 1.3% (n = 370,000);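 active = inhibition above about 21% made by adding two undisclosed values, limit read from the data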
TDP2 inh = blocks human TDP2 phosphodiesterase activity; O95551; recombinant TDP2, T5PNP hydrolysis, p-nitrophenol absorbance 415 nm; inhibition, % at 12.8 µM; actives 0.34% (n = 370,000);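 active = inhibition above the mean of all tested compounds plus 3 SD, set per campaign, cut at about 25% in these data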;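 also: 0% = DMSO with enzyme and 100% = buffer with substrate but no TDP2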
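test system = human TDP2 enzyme | input = TDP2 enzyme at 120 nM final | medium = 50 mM Tris-HCl pH 7.5 with Mg2+, KCl, DTT, BSA | also added = T5PNP substrate, 5 mM | times = 2 h at 37 °C | technique = epi absorbance | benchmarks = high control without enzyme, low control DMSO plus TDP2 | replication = each compound tested once, singlicate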
UHRF1 MBD2 ctr = human UHRF1 methylated DNA binding inhibitors. Q96T88. actives 0.75% (n = 370,000). UHRF1 binding to methylated oligo, TR-FRET. inhibition, % at 4.4 µM; in the data active = inhibition above about 21%;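 also: UHRF1 SRA domain binding a hemimethylated CpG hairpin DNA probe; 0% = median of test compound wells and 100% = reference inhibitor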
SIAE primary = inhibitors of human sialic acid acetylesterase SIAE | SIAE FP-Rh probe binding, fluorescence polarization | actives 0.69% (n = 370,000) | AID 1053197 | inhibition, % at 9.66 µM | Q9HAT2;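 active = inhibition above a cutoff: mean of compounds within the control limits plus 3 SD of those, cut at about 17% in these data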;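 also: 0% = plate median of compound wells and 100% = probe without SIAE protein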
HTRA1 inh = inhibitors of human serine peptidase HTRA1; Q92743; recombinant HTRA1, FP-rhodamine activity-based probe, fluorescence polarization; inhibition, % at 5.96 µM; actives 0.5% (n = 340,000); in the data active = inhibition above about 36%;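 also: 0% = enzyme with DMSO and 100% = wells lacking enzyme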
Target sequence (Q92743 whole entry, looked up): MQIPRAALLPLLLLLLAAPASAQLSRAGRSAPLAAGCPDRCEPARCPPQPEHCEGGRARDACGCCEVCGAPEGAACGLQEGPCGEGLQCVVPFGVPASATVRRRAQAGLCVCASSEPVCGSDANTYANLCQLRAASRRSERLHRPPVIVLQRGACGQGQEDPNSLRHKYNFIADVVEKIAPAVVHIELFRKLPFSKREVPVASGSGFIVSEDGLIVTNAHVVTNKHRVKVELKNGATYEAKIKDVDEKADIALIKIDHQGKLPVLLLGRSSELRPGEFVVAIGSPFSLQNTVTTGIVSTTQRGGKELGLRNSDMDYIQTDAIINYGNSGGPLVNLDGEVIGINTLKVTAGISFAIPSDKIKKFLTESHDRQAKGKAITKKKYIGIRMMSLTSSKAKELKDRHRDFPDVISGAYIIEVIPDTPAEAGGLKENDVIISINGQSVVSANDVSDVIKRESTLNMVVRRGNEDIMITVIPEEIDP
DDE Tn7 FP inh = disrupts Tn7 cyclic peptide binding to fibrin D-Dimer-E complex; inhibition, % at 8.3 µM; actives 0.13% (n = 370,000); FP displacement of FITC-Tn7 peptide from fibrin DD(E); 0% = median of compound wells per plate; P02675;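 active = inhibition above the mean of compounds falling within the control limits plus 3 SD of them, cut at about 14% in these data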;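 also: 0% = plate median of compound wells and 100% = 10 µM Aha-Tn7 peptide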
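Also added: labelled Tn7 tracer, 0.1 µM; Assay system: human fibrin DD(E) protein; Amount: 2 µM fibrin DD(E); Schedule: 10 min compound pre-incubation, 3 h probe incubation at room temperature; Repeats: one replicate per compound; Read-out basis: percent inhibition; Measured by: fluorescence polarization of the labelled Tn7 tracer.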
PG9 binder = PG9 antibody binding by small molecule. inhibition, % at 6.7 µM. TR-FRET gp120-PG9 antibody binding. actives 0.43% (n = 360,000). AID 624416; in the data active = inhibition above about 8.5%
ABHD4 inh = inhibitors of mouse ABHD4; actives 0.54% (n = 370,000); inhibition, % at 8.92 µM; purified mABHD4, FP-Rh probe fluorescence polarization;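 active = inhibition exceeding the mean over every tested compound plus 3 SD, cut at about 30% in these data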;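 also: 0% = plate median of compound wells and 100% = S159A mutant with DMSO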
Target sequence (Q8VD66 whole entry, looked up): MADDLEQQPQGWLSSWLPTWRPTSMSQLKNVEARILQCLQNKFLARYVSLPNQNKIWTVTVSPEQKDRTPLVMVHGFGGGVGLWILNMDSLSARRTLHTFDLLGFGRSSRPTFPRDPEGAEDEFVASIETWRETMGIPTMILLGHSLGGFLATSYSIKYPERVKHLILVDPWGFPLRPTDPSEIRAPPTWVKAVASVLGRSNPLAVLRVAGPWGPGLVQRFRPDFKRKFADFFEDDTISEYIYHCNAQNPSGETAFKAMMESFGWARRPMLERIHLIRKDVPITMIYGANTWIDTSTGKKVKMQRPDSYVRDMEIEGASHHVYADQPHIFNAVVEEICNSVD
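Assay system: Wild-type mouse ABHD4 protein | Medium: HEPES pH 7.0 buffer, 150 mM NaCl, 0.01% Pluronic F-127 | Incubation: Enzyme–compound pre-incubation 45 min, then probe 60 min, both 25 °C | Technique: Fluorescence polarization with parallel and perpendicular emission, 525/598 nm | Evaluation: % inhibition of FP-Rh probe binding versus controls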
TCR CD3 inh = human TCR-CD3 binding inhibition; inhibition, % at 9.4 µM; actives 0.37% (n = 360,000); TAMRA-labeled TCR probe fluorescence, biochemical; AID 651800; in the data active = inhibition above about 19%;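 also: recombinant mutant TCR 2C K166C tagged with TAMRA read by polarization; 0% = receptor in buffer alone and 100% = receptor with positive control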
Numbers without * were called inactive; nt = not tested or not shown.

LEDGF integ inh,PRMT1 FP inh,TDP2 inh,UHRF1 MBD2 ctr,SIAE primary,HTRA1 inh,DDE Tn7 FP inh,PG9 binder,ABHD4 inh,TCR CD3 inh,smiles
-7,-1,-21,2,-6,nt,-1,0.0,0,-4,O=C(N/N=C/c1ccc([N+](=O)[O-])cc1)c1cccs1
0,-2,12,-4,-1,-2,2,0.9,-6,4,CC(=O)c1c(C)[nH]c(C(=O)NC(C)c2ccccc2)c1C (configuration not stated)
2,-4,-10,2,6,-8,-6,-0.2,-3,-5,Cc1oc(-c2ccccc2Cl)nc1CS(=O)(=O)CC(=O)NC1CCCC1
3,34*,5,6,-4,-8,0,3.3,-15,-7,COc1ccccc1-n1c(SCC(=O)Nc2ccc(Cl)cc2)nc(O)c(Cc2ccccc2)c1=O
4,-3,-7,-1,-3,-5,-1,-2.1,6,4,COc1ccccc1NC(=O)C(C)OC(=O)C1CCN(S(=O)(=O)c2ccc(C)c(C)c2)CC1 (configuration not stated)
-3,3,4,7,-4,6,-1,1.2,3,-1,Cc1cc(C)n2nc(SCC(=O)Nc3ccc(F)c(F)c3F)nc2n1
1,-3,5,1,0,-6,1,-0.6,-8,2,COc1cc(NC(=O)c2ccc(N3CC4CC(C3)c3cccc(=O)n3C4)c(NC(=O)c3ccncc3)c2)cc(OC)c1OC (configuration not stated)
-3,0,-1,0,2,-4,-3,-1.0,-1,-1,O=S(=O)(Cc1ccccc1)N1CCn2c(nc3ccccc32)C1
-1,-7,-1,-1,1,-3,8,-1.3,-1,3,COc1ccc(N/C=C(/C(C)=O)c2ccccc2)cc1
-2,7,4,2,5,-2,8,0.5,8,-4,Clc1ccc2c(c1)C(C1=NCCN1)c1ccccc1CS2 (configuration not stated)
-4,-2,-15,-3,6,-5,1,0.3,3,4,Cc1ccc(C(=O)OCC(=O)Nc2ccc3c(c2)OCO3)o1
-1,-3,10,0,-5,-3,2,-0.5,3,9,CCN1CCCC1CNC(=O)C(=O)NCc1ccccc1 (configuration not stated)
-3,8,4,1,-4,2,0,0.8,0,-6,Cc1onc(-c2c(Cl)cccc2Cl)c1C(=O)ONC(=O)c1ccccc1
1,-4,7,-4,-18,-35,1,0.1,-2,5,CCC(=O)c1ccc(OCC(=O)Nc2cc(S(=O)(=O)N3CCCCC3)ccc2OC)cc1
-1,-1,2,0,-3,nt,5,-2.1,5,0,CC1=C(C(=O)N(C(C)C)C(C)C)CC(CC(=O)NC(c2ccccc2)c2ccccc2)C(=O)N1Cc1ccc(F)cc1 (configuration not stated)
3,0,-3,-1,-3,-5,-5,2.1,-1,7,Cc1ccc(-c2nnc(SCC(=O)Nc3ccc(N4CCOCC4)cc3)o2)cc1
0,-1,12,-1,5,6,-3,-0.8,2,6,Cc1ccc(-c2nc(-c3cccnc3)no2)cc1
0,5,-2,4,-1,nt,8,0.1,4,-5,COC(=O)c1cccc(OCCCN2CCC(C(O)(c3ccccc3)c3ccccc3)CC2)c1
3,-3,2,-2,1,-3,5,-2.6,-5,4,COCCC(=O)N1CCCC(C(=O)c2ccc(Oc3ccccc3)cc2)C1 (configuration not stated)
-2,2,-5,6,1,2,1,-0.4,-9,1,COc1ccc(CCn2c(=O)[nH]c3cc(C(=O)NCCN4CCOCC4)ccc3c2=O)cc1OC
6,-1,-11,0,-3,-29,1,-0.8,-23,1,CCCOc1cc(C)c(S(=O)(=O)NCc2cccs2)cc1C
0,0,9,-3,0,-4,0,16*,2,-3,N#Cc1cnn2c(N)c(-c3ccc(Cl)cc3)cnc12
3,1,3,34*,6,nt,2,-0.9,-12,-6,CC(C)CCNC(=O)C1(C)CCN1Cc1ccc2ccccc2c1 (configuration not stated)
2,7,1,0,-1,-1,2,-2.5,-2,0,COc1ccc(N2C(=O)CC(N3CCN(c4ccccc4)CC3)C2=O)cc1 (configuration not stated)
-2,-2,3,0,-2,-11,4,-1.4,-6,-6,COc1ccccc1NC(=O)C1(c2ccccc2)CCCC1
16*,39*,35*,7,8,5,6,-15,58*,10,Cn1c(CNc2ccc(O)cc2)nc2ccccc21
5,3,-16,-1,-3,-9,1,1.1,1,0,Cc1ccc(C)c(N(CC(=O)N/N=C/c2ccc(-c3ccc([N+](=O)[O-])cc3)o2)S(=O)(=O)c2ccccc2)c1
3,-2,-11,5,-1,1,-5,-0.5,-2,-1,Cc1ccc(-c2csc(N3CCC(C(N)=O)(N4CCCCC4)CC3)n2)cc1
3,2,4,1,5,nt,-1,0.8,1,0,Cc1ccc(Oc2ncccc2NC(=O)CCCC(=O)O)c2c1CCC2
3,-3,-1,3,-3,-2,-2,0.0,2,-2,CC1CCCCC1NC(=O)c1cc2c(s1)CS(=O)(=O)C2 (configuration not stated)

Quoted from the listing.
`Cc1ccc(Oc2ncccc2NC(=O)CCCC(=O)O)c2c1CCC2` | ABHD4 inh = 1
`Clc1ccc2c(c1)C(C1=NCCN1)c1ccccc1CS2` (configuration not stated) | DDE Tn7 FP inh = 8

The listing continues:
LEDGF integ inh,PRMT1 FP inh,TDP2 inh,UHRF1 MBD2 ctr,SIAE primary,HTRA1 inh,DDE Tn7 FP inh,PG9 binder,ABHD4 inh,TCR CD3 inh,smiles
2,-4,-7,-1,5,-11,-5,-1.3,-5,-3,O=C(Nc1cccc(S(=O)(=O)N2CCCCC2)c1)C1=NN(c2ccccc2)C(=O)CC1
-1,5,-4,-2,-2,-8,-4,2.0,15,-1,CC(=O)Nc1ccc(C(=O)CN2CCN(c3ccccc3)CC2)cc1
0,0,-4,-3,4,-4,11,-1.6,3,-2,CCC1C(O)=C(c2ccccn2)C(=N)N1c1ccccc1 (configuration not stated)
4,-4,3,2,2,-14,-7,0.4,3,-1,O=C(NCc1ccc(F)cc1)c1cc2c(s1)CS(=O)(=O)C2
3,-3,13,0,3,5,-4,-1.2,-4,-3,COc1cc(C(=S)N2CCC(Cc3ccccc3)CC2)ccc1OCC(N)=O
-1,3,-2,20,9,nt,8,2.1,9,-8,CCCc1nc2ccc(C)cn2c1Cc1ccc(OC)cc1C
5,-1,4,-1,1,-1,5,-2.4,-11,8,O=[N+]([O-])c1cccc(NC(=S)NCCc2ccccc2)c1
46*,33*,20,76*,-4,14,-2,-2.1,29,6,O=C(CCCN1C(=O)/C(=C/c2ccco2)SC1=S)Nc1cccc(C(=O)O)c1
0,5,-4,-2,-15,-6,-1,1.2,13,4,Cc1c(OCc2nn[nH]n2)ccc2c(-c3ccccc3)cc(=O)oc12
0,-4,-2,0,-2,4,-2,0.7,2,1,COc1cc(/C=N/n2c(C)nnc2C)cc(OC)c1OC
-2,1,-5,0,-8,-16,4,-1.4,4,4,O=C(Nc1ccc(Br)cc1)c1cnc[nH]1
-2,2,-1,9,1,0,4,1.3,-4,-1,Cc1nc(CC(=O)N2CCN(S(=O)(=O)c3ccccc3C#N)CC2)cs1
-1,0,2,-2,-1,3,-5,-3.3,-2,9,COCCNC(=O)CN(C(=O)CCC(=O)Nc1ccccn1)c1ccccc1F
1,-3,-1,-1,10,-7,1,0.1,1,-3,COc1ccc2cc(C(=O)C3CCCN(C(=O)c4csnn4)C3)ccc2c1 (configuration not stated)
2,2,4,15,12,nt,5,0.1,5,-5,Cc1ccc(Cn2cc(CN3CC(N4CCN(Cc5cccc(C)c5)CC4)CS3(=O)=O)nn2)cc1 (configuration not stated)
0,3,2,4,0,-1,4,0.0,0,-5,COC(=O)[C@]1(C)N[C@H](c2ccc(-c3ccc(OC)cc3)cc2)[C@@H]2C(=O)N(C)C(=O)[C@@H]21
4,-3,7,-1,4,-1,-5,-0.8,3,10,CC(C)(C)OC(=O)N1CCC(c2c(C(=O)NCC3CCN(C4CCCC4)C3)cnn2-c2cccc(Cl)c2)CC1 (configuration not stated)
-3,4,-3,-1,4,3,-5,-1.0,4,-5,CC(OC(=O)c1cc(S(=O)(=O)N2CCOCC2)ccc1Br)C(=O)N1CCOCC1 (configuration not stated)
-1,-5,5,-2,5,2,-9,-0.6,-2,8,S=C(Nc1ccc2nccnc2c1)N1CCCC1
-2,-3,0,0,-6,-2,1,-1.1,-4,3,CCN1CCN(C(=O)C(NS(=O)(=O)c2ccc3nc(C)sc3c2)C(C)C)CC1 (configuration not stated)

Laid out differently: 2 of the compounds above.
> CC(C)(C)OC(=O)N1CCC(c2c(C(=O)NCC3CCN(C4CCCC4)C3)cnn2-c2cccc(Cl)c2)CC1 (configuration not stated)
  LEDGF integ inh: 4
  PRMT1 FP inh: -3
  TDP2 inh: 7
  UHRF1 MBD2 ctr: -1
  SIAE primary: 4
  HTRA1 inh: -1
  DDE Tn7 FP inh: -5
  PG9 binder: -0.8
  ABHD4 inh: 3
  TCR CD3 inh: 10
> Cc1nc(CC(=O)N2CCN(S(=O)(=O)c3ccccc3C#N)CC2)cs1
  LEDGF integ inh: -2
  PRMT1 FP inh: 2
  TDP2 inh: -1
  UHRF1 MBD2 ctr: 9
  SIAE primary: 1
  HTRA1 inh: 0
  DDE Tn7 FP inh: 4
  PG9 binder: 1.3
  ABHD4 inh: -4
  TCR CD3 inh: -1

Further records follow:
LEDGF integ inh,PRMT1 FP inh,TDP2 inh,UHRF1 MBD2 ctr,SIAE primary,HTRA1 inh,DDE Tn7 FP inh,PG9 binder,ABHD4 inh,TCR CD3 inh,smiles
4,-2,-10,3,-6,-5,2,-1.0,-7,-3,O=C(CC(C(=O)O)c1ccc(Cl)cc1Cl)c1ccc(Cl)cc1 (configuration not stated)
6,-1,-6,-2,-7,-12,-7,0.2,-2,-3,CNC(=O)c1ccsc1NC(=O)c1coc2ccccc2c1=O
-4,3,-4,1,2,-8,0,-1.5,-2,1,COc1cc(/C(C)=N/NC(=O)c2nnn(-c3nonc3N)c2-c2cccs2)ccc1O
-2,-1,1,-1,9,-5,10,-0.3,-1,2,Cc1ccsc1C1CC(=O)Nc2ccccc2S1 (configuration not stated)
-1,-3,7,-1,-8,-3,-6,0.3,0,-1,CCSC1=NN2CCS(=O)(=O)N=C2S1
1,2,-2,2,0,-4,-2,0.8,-10,0,O=C(CN(C(=O)Cn1nnc(-c2ccc(F)cc2)n1)c1ccc(F)c(Cl)c1)NCC1CCCO1 (configuration not stated)
12,25*,7,-5,-16,-4,3,2.5,-14,8,O=C(c1ccco1)[C@@H]1[C@@H]2C(=O)N(c3ccc(Br)cc3)C(=O)[C@@H]2C2c3ccccc3C=CN21 (some centres not stated)
2,4,4,5,-7,-4,4,1.9,-5,-3,Cc1ccc(NC(=O)N2CCCN(C(=O)OC(C)(C)C)CC2)cc1Cl
-2,0,-3,-3,1,3,2,1.0,3,1,COc1cccc(C2(O)CC(C(F)(F)F)=NN2C(=O)c2ccccn2)c1 (configuration not stated)

3 compounds from above, sorted by their value in ABHD4 inh, high to low:
Compound,ABHD4 inh
CCSC1=NN2CCS(=O)(=O)N=C2S1,0
Cc1ccsc1C1CC(=O)Nc2ccccc2S1 (configuration not stated),-1
CNC(=O)c1ccsc1NC(=O)c1coc2ccccc2c1=O,-2
